# MEKK2 mut-MEK5 – MEK5 binding signal on mutant MEKK2 PB1, primary screen, biochemical, multiplex bead flow cytometry, Alexa488-MEK5 | Alexa488-MEK5 binding to MEKK2 mutant | percent response, % at 10 µM | hit rate 0.35% among 290,000; in the data active = percent response above about 24%, passing the limit was not always enough; note: inactives centre near 1; some results filed as inactive read as strong as hits; reference of the scale not given here
# OXTR potentiator – human OXTR potentiators, primary screen, fluorescence, CHO-OTR cells, Fluo-8 calcium. Oxytocin receptor (Homo sapiens), P30559. Fluo-8 calcium fluorescence, potentiator mode; 0% = oxytocin EC15, 100% = EC100. activation, % at 3 µM. hit rate 0.061% among 320,000. AID 2445, 2010;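 active = activation above that plate's cutoff, the mean activation of tested compounds plus 3 SD, cut at about 6.6% in these data, passing the limit was not always enough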;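 note: 100% uses oxytocin at 75 nM as the full agonist control; some results filed as inactive read as strong as hits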
# Target sequence (P30559 whole entry, looked up): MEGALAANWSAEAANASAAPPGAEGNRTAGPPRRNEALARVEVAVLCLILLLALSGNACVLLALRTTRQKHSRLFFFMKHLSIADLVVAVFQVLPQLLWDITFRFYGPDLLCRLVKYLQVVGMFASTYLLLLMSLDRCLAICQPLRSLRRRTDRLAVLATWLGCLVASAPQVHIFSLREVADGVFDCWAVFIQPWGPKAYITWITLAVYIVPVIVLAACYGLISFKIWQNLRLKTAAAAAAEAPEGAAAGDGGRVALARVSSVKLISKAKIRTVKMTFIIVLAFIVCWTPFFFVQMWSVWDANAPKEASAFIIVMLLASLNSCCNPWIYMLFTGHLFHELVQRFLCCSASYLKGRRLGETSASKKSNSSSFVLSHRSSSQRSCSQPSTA
#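 Assay system: CHO-OTR cells, human receptor / Also added: oxytocin at about EC15, sub-maximal agonist stimulus / Dosing: single dose, 3.0 µM nominal final compound concentration / Incubation: 6 min pre-incubation, 100 s read / Technique: Fluo-8 calcium dye fluorescence / Read-out: % activation vs EC15 and EC100 oxytocin / Benchmarks: EC15 oxytocin low, 75 nM oxytocin high / Replicates: singlicate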
# NALP1 yeast inh – NALP1 inflammasome inhibitors in reconstituted yeast, colorimetric, S. cerevisiae, triplicate retest; S. cerevisiae NALP1/ASC/caspase-1 growth, X-gal OD620, 72 h; inhibition, % at 10 µM; hit rate 0.61% among 280,000; AID 2071, 2009; in the data active = inhibition mostly above about 24%, no sharp cut-off; inactive = mostly below about 32%; note: some compounds called inactive have numbers as strong as hits
# GPR7 antagonist – GPR7 receptor antagonists, primary screen, cell-based, fluorescence, single concentration. hit rate 1.1% among 290,000. inhibition, % at 4.4 µM. Neuropeptides B/W receptor type 1 (Homo sapiens), P48145. GPR7-expressing cells, fluorescence antagonist assay; in the data active = inhibition above about 16%, passing the limit was not always enough;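 note: cells stimulated with the agonist NPW; 0% = agonist with vehicle and 100% = vehicle without agonist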
# Target sequence (P48145 whole entry, looked up): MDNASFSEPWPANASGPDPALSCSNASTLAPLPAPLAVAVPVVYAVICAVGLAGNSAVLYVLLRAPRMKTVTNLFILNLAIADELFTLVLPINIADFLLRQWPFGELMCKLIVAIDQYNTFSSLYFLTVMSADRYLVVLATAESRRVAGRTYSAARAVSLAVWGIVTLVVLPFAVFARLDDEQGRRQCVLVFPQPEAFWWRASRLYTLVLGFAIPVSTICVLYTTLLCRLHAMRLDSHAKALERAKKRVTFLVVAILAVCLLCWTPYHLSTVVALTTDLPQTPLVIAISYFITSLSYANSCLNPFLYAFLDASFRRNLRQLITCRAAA
# V1R ag counter – agonists of human V1a receptor, primary screen, counter-screen for OXTR agonist project, fluorescence, CHO-V1R cells | Vasopressin V1a receptor (Homo sapiens), P37288 | Fluo-8 calcium fluorescence, agonist mode; 0% DMSO, 100% 3 nM vasopressin | activation, % at 3 µM | hit rate 0.25% among 320,000 | AID 2797, 2010;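 active = activation above the mean activation of all tested compounds plus 3 SD, per screening run, cut at about 20% in these data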;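 note: signal is peak over basal fluorescence ratio across a 100 second FLIPR read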
# PfM18AAP inh – PfM18AAP inhibitors, malaria aminopeptidase, primary screen, biochemical, QFRET, recombinant enzyme; AID 1822, 2009; inhibition, % at 7.35 µM; M18 aspartyl aminopeptidase (Plasmodium falciparum 3D7); hit rate 1.2% among 290,000; H-Glu-NHMec fluorogenic cleavage;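 active = inhibition above the campaign mean inhibition over all tested compounds plus 3 SD, cut at about 28% in these data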;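 note: 0% = plate median of test compound wells and 100% = 2 mM ZnCl2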
# OXTR agonist – human OXTR agonists, primary screen, fluorescence, CHO-OTR cells, Fluo-8 calcium; hit rate 0.32% among 320,000; activation, % at 3 µM; Oxytocin receptor (Homo sapiens), P30559; Fluo-8 calcium fluorescence; normalized: DMSO 0%, oxytocin 100%; AID 2435, 2010;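 active = activation above the mean of all tested compounds plus 3 SD, cutoff set per screening run, cut at about 20% in these data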;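 note: peak over basal fluorescence ratio from a 100 s FLIPR kinetic read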
# GalR3 antagonist – GalR3 antagonists in HEK293 cells, primary screen, cell-based, fluorescence readout | Galanin receptor type 3 (Homo sapiens), O60755 | HEK293 GalR3-CNG cAMP membrane potential fluorescence; galR3 body fused to GalR1 C-terminus | inhibition, % at 3 µM | hit rate 0.44% among 360,000 | AID 651719, 2012;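 active = inhibition above the screen-wide average plus 3 SD, cut at about 13% in these data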;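 note: forskolin and galanin both at EC90 stimulate the cells; cAMP rise reported by CNG channel membrane potential dye signal; 0% = forskolin plus galanin with DMSO and 100% = forskolin alone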
# Target sequence (O60755 1-299 limits assumed): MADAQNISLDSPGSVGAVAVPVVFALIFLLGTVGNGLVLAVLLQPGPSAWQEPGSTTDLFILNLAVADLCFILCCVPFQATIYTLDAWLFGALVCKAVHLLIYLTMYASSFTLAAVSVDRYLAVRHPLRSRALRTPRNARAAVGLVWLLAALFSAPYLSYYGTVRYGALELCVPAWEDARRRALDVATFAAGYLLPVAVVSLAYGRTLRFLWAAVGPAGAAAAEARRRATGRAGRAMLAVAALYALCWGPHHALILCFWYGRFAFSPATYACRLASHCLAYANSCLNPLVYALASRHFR
# MEKK2wt PB1 HTS – modulators of MEK5 binding to wildtype MEKK2, primary screen, biochemical, multiplex bead flow cytometry, Alexa488-MEK5. Mitogen-activated protein kinase kinase kinase 2 (Homo sapiens), Q9Y2U5. binding response (% of control), % at 10 µM. Alexa488-MEK5 binding to MEKK2 WT; actives lie on both sides. hit rate 1.1% among 290,000. AID 1531, 2009; in the data active = binding response below about 67% or above about 130%
# Active calls of the source: *; x = no result given.
SMILES,MEKK2 mut-MEK5,OXTR potentiator,NALP1 yeast inh,GPR7 antagonist,V1R ag counter,PfM18AAP inh,OXTR agonist,GalR3 antagonist,MEKK2wt PB1 HTS
CC(C)(C)C1CCC(=NNC(=O)c2cc3c(s2)CCCC3)CC1 (configuration not stated),7,-12,16,-10,3.0,-6,-1.8,3,94
COc1cc(/C=C2\SC(=S)N(NC(=O)c3cccnc3)C2=O)ccc1O,1,-7,x,-3,14,6,11,-8,100
COCCCNC(=O)Nc1ccc(F)cc1F,0,-8,11,-4,0.7,-3,0.0,2,98
Cc1ccc(NC(=O)Cc2nnc(N)s2)cc1,-21,-7,19,-3,-0.9,-11,-0.2,-1,82
COc1ccccc1OCC(=O)NCCNC(=O)COc1ccccc1OC,3,5,1,-18,0.6,2,0.7,1,107
Cc1nc(CC(=O)c2c(C)cc(O)cc2O)cs1,2,0,-11,-1,2.4,9,4.3,-3,97
Cc1c(C(=O)NC2CCCc3ccccc32)oc2ccccc12 (configuration not stated),x,-6,17,-9,0.7,-3,-2.2,-1,x
Nc1nn(-c2ccccc2)nc1C(=O)OCc1ccccc1F,-13,-8,1,-2,-0.7,0,-1.4,x,73
COc1ccc(S(=O)(=O)N2CCC(C(=O)Nc3ccccc3N3CCCCC3)CC2)cc1OC,-4,-1,11,-33,1.1,-1,0.4,-4,98
C=CCn1cnc2c(sc3nc(C)cc(C)c32)c1=O,-16,-5,x,-5,0.3,-7,-0.4,3,99
CCC(C)[C@@H](NC(=O)OC(C)(C)C)c1nnc(S(=O)(=O)Cc2cccc(C)c2)o1 (some centres not stated),1,x,-8,14,x,-74,x,1,99
Cc1ccc(OCC(=O)Oc2cccc(C)c2C)cc1,5,-14,2,-16,-0.5,-3,-2.3,1,109
COc1ccc2c(c1)CCc1cc(C(=O)O)sc1-2,4,-2,x,-9,0.1,2,-0.3,-3,109
Cc1cc(C)n(-c2ccc(NC(=O)C3CCCCN3C(=O)c3sccc3C)cc2)n1 (configuration not stated),7,-3,7,-14,0.7,2,0.6,4,103
O=C(NCC1CCCO1)c1ccccn1 (configuration not stated),11,-3,13,-6,0.6,2,0.4,-3,110
CCN(c1ccccc1)S(=O)(=O)c1ccc(OC)c(N=N/C(C(=O)Nc2ccccc2)=C(/C)O)c1,-3,-10,-9,-2,-0.7,-13,0.1,-5,97
Cc1ccc(S(=O)(=O)N2CCC(C(=O)N3CCN(Cc4ccccc4)CC3)CC2)cc1,5,-18,11,-1,3.0,-9,4.3,-1,104
CN(C)S(=O)(=O)N1CCC(Oc2ccc(C(=O)NC3CCCCC3)cc2)CC1,-5,-14,4,-14,3.6,5,2.1,10,97
CCn1cc(C(=O)Nc2ccccc2)c(=O)c2ccc(C)nc21,-9,-9,-2,-4,0.1,0,-0.2,x,94
CN(C)CCCNc1oc(-c2ccccc2Cl)nc1S(=O)(=O)c1ccc(F)cc1,23,-6,14,-1,7.1,-1,4.3,-6,127
O=C(COc1ccccc1[N+](=O)[O-])NCc1cccnc1,2,-5,36,-6,0.1,5,-0.2,-4,111
CS(=O)(=O)N(CC(=O)NCc1ccco1)c1ccc(OCc2ccccc2)cc1,-7,-7,8,14,1.8,9,2.6,-5,82
Cc1cc(C)n(C(=O)CNc2cccc(Cl)c2C)n1,3,-9,4,-6,-0.1,1,-1.1,-4,105
COc1ccc(-n2c(CN3CCN(c4ccccn4)CC3)nc3ccc([N+](=O)[O-])cc3c2=O)c(OC)c1,1,4,6,-3,1.4,-5,-1.5,-6,101
CN(C)c1cccc(C(=O)NC2CCCc3ccccc32)c1 (configuration not stated),-1,1,29,-18,0.0,2,-1.5,-8,103

# Filtered by structure: the compounds so far with a tert-butyl group.
SMILES,MEKK2 mut-MEK5,OXTR potentiator,NALP1 yeast inh,GPR7 antagonist,V1R ag counter,PfM18AAP inh,OXTR agonist,GalR3 antagonist,MEKK2wt PB1 HTS
CC(C)(C)C1CCC(=NNC(=O)c2cc3c(s2)CCCC3)CC1 (configuration not stated),7,-12,16,-10,3.0,-6,-1.8,3,94
CCC(C)[C@@H](NC(=O)OC(C)(C)C)c1nnc(S(=O)(=O)Cc2cccc(C)c2)o1 (some centres not stated),1,x,-8,14,x,-74,x,1,99

# Carrying on:
SMILES,MEKK2 mut-MEK5,OXTR potentiator,NALP1 yeast inh,GPR7 antagonist,V1R ag counter,PfM18AAP inh,OXTR agonist,GalR3 antagonist,MEKK2wt PB1 HTS
C/C(=N\NC(=O)c1ccc(O)cc1)c1ccc(N2CCOCC2)cc1,-9,4,18,-6,0.1,1,0.8,-3,88
COCCn1c(=NC(=O)CCS(=O)(=O)c2ccccc2)sc2cc(F)ccc21,-4,-4,11,-14,1.9,-6,1.5,-1,97
CC(Sc1nnc(Nc2ccccc2)s1)C(=O)NC1CCCc2ccccc21 (configuration not stated),2,-5,14,-1,4.5,1,-2.2,0,105
O=C1NCC(COCc2ccco2)O1 (configuration not stated),-2,1,7,-4,0.6,5,-0.8,-1,101
CC(=O)Nc1sc(N/N=C\c2ccccc2F)nc1-c1cccs1,8,-9,13,-6,-0.8,4,-1.4,-3,102
Cc1ccc(C)c(OCc2cc(C(=O)N3CCOCC3)no2)c1,4,-5,9,-9,0.7,2,1.6,1,103
CCOc1ccc(NC(=O)CS(=O)(=O)c2cn(C)c3ccccc23)cc1,8,-8,24,-7,-1.0,-2,-1.3,x,117
COc1ccccc1NC(=O)C(CCS(C)(=O)=O)N1C(=O)c2ccccc2C1=O (configuration not stated),x,-4,14,-5,1.2,-2,0.2,0,x
Cc1ccc(/C=C2/Sc3ccc(C(=O)N4CCN(c5ccccn5)CC4)cc3NC2=O)cc1,-5,-2,27,1,-0.4,-1,0.0,-7,96
N#Cc1nc(COc2ccc(Cl)cc2)oc1N1CCCCCC1,6,-15,9,-9,-0.4,-4,-2.0,-6,104
CNC(=S)NC1CC2CCCC(C1)N2Cc1ccccc1OC (configuration not stated),13,1,-6,-16,-0.6,0,1.1,-11,114
Cc1nn(C)c2nc(-c3cccs3)cc(C(F)(F)F)c12,0,6,-3,-4,0.9,0,0.0,1,104
CCN(CC)CCCN1C(=O)C(O)=C(C(=O)c2sc(C)nc2C)C1c1ccco1 (configuration not stated),6,-2,-7,-5,0.3,-9,0.7,-2,103
COc1nc(-c2ccccc2)cc(-c2ccc(OC)c(OC)c2)n1,-3,-4,18,-7,-0.3,-1,-1.4,-6,96
Cc1ccc(SCC(=O)O/N=C(\N)c2ccc([N+](=O)[O-])cc2)cc1,4,-7,17,2,-0.9,3,-0.5,-3,104
S=c1[nH]nc(COc2ccccc2)n1-c1ccccc1,-1,-4,0,-22,1.4,19,0.6,-1,100
Oc1cc(-c2ccncc2)cc2cccnc12,x,-4,x,x,1.4,x,-0.1,-7,x
COc1ccc(-c2nc(CN3CCN(C(=O)c4ccco4)CC3)c(C)o2)c(OC)c1C,-2,-5,7,-1,-0.5,-1,-2.2,4,104
O=C(CNCc1ccccc1)Nc1ccccc1-c1ccccc1,-2,-10,39,6,-0.7,1,-2.2,-4,95
CCOc1ccc2nc(NC(=O)C3=NN(c4ccccc4)C(=O)CC3)sc2c1,x,-20,4,0,-0.2,-2,-0.8,-8,x
COc1cccc2c1Oc1ncccc1N(C(=O)CCC(=O)NCc1ccccc1F)C2,0,-10,6,-7,0.2,-12,-0.3,-6,101
O=S1(=O)N=C2CCCCCN2C(c2ccc(F)cc2)N1 (configuration not stated),-3,-5,11,-14,-0.1,-12,0.7,0,94
O=C(Nc1ccc(Cl)cc1)C1=Cc2ccccc2OC1,8,-8,55,-5,2.6,6,-1.7,-3,107
CN(C)c1nc(SCc2ccccc2Cl)nc2c1CCCC2,1,-2,30,-23,-0.4,-16,-2.9,x,101
NC(=O)N/N=C/c1ccc([N+](=O)[O-])o1,x,-8,x,x,0.6,x,0.7,0,x

# The listing continues:
SMILES,MEKK2 mut-MEK5,OXTR potentiator,NALP1 yeast inh,GPR7 antagonist,V1R ag counter,PfM18AAP inh,OXTR agonist,GalR3 antagonist,MEKK2wt PB1 HTS
CC(OC(=O)CCN1C(=O)C2CC=CCC2C1=O)C(=O)c1ccc(F)cc1 (configuration not stated),x,-6,x,x,0.9,x,1.6,-6,x
O=C(O)CSc1nnc(COc2cccc3cccnc23)n1-c1cccc(C(F)(F)F)c1,-6,-3,4,-12,0.7,2,-0.1,2,100
COc1ccc(C(C)(C)C)cc1NC(=O)c1cccc(S(=O)(=O)N2CCN(C(C)=O)CC2)c1,5,-6,7,-4,-1.0,-3,-2.1,-5,109
CCOP(=O)(OCC)c1nc(-c2ccc(C)cc2)oc1N1CCOCC1,1,-2,x,4,-0.2,7,-0.8,-2,106
CCOC(CNc1cc(C)nc2c(-c3ccccc3OC)c(C)nn12)OCC,4,-8,13,-11,-0.5,3,-1.4,-8,102
CC(C)(C)N1CC(C(=O)O)CC1=O (configuration not stated),4,-3,-3,0,0.7,-1,0.7,-6,105
Oc1ccc(-c2[nH]ncc2-c2cccc3cccnc23)c(O)c1,8,-9,-7,0,0.1,14,0.5,0,104
O=C(Nc1nnc(C2CC2)s1)C1Cc2ccccc2CN1S(=O)(=O)c1cccs1 (configuration not stated),1,-2,-5,3,-1.5,2,-1.7,-3,102
C=CCN1C(=O)C(Cc2ccc(C)cc2)S/C1=N/N=C/c1ccco1 (configuration not stated),6,-3,37,3,1.1,-8,-0.1,-8,103
FC(F)Oc1ccc(NC(=S)NCC2COc3ccccc3O2)cc1 (configuration not stated),-1,-14,x,-5,8.1,2,6.3,-5,95
O=C(Nc1ccc2snnc2c1)N1CCSCC1,-4,-14,-22,-12,1.3,6,-0.1,-1,101
COc1ccccc1/C=N/Nc1nc(C)cc(C)n1,-32,-9,-4,4,2.2,6,-1.1,-5,93
O=S(=O)(CCOc1ccccc1)N1CCOCC1,-4,-6,16,-16,0.3,-7,-0.2,-3,98
Cc1ccc(NC(=O)CN(C)C(=O)COC(=O)CCS(=O)(=O)c2ccc(C)cc2)cc1,3,6,15,-14,0.1,1,-0.3,0,105
Cc1ccc(CNC(=O)CSc2nc(C)cs2)cc1,3,1,5,-4,-0.5,-8,-1.0,-6,100
Cc1nnc(NC(=O)CSc2ccccc2N)s1,3,2,32,14,0.2,-1,-0.4,-8,99
CC1=C(C(=O)OCc2ccc3c(c2)OCO3)C(c2ccc(O)c([N+](=O)[O-])c2)NC(=O)N1 (configuration not stated),-1,4,18,-6,0.0,-7,0.6,1,100
COC(=O)[C@H]1CN(C(=O)c2ccccc2)C(=O)N1,-10,5,17,3,-0.1,14,0.7,-3,97

# High-throughput results as filed in PubChem.
